# Compound activity as filed in PubChem.
# FAS-TE inh: FAS thioesterase domain inhibitors, primary screen, biochemical, fluorescence intensity, uHTS; Fatty acid synthase (Homo sapiens), P49327; recombinant FAS-TE, OMFH fluorogenic substrate, fluorescence endpoint; actives 0.67% (n = 360,000); inhibition, % at 15 µM;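 active = compounds whose normalised, plate-corrected inhibition of enzyme fluorescence in the single-dose primary screen is 50% or more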;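 also: 0% = DMSO with enzyme and 100% = substrate without enzyme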
# PABP1 MLLE inh: inhibitors of PABP1 MLLE–PAM2 peptide binding, primary screen, biochemical, fluorescence polarization, FITC-PAM2, GST-MLLE | actives 0.36% (n = 360,000) | Polyadenylate-binding protein 1 (Homo sapiens), P11940 | inhibition, % at 20 µM; in the data active = inhibition above about 35%, passing the limit was not always enough;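 also: plate controls were DMSO wells with GST-MLLE for no effect and wells lacking GST-MLLE protein for full effect; some results filed as inactive read as strong as hits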
# Target sequence (P11940 whole entry, looked up): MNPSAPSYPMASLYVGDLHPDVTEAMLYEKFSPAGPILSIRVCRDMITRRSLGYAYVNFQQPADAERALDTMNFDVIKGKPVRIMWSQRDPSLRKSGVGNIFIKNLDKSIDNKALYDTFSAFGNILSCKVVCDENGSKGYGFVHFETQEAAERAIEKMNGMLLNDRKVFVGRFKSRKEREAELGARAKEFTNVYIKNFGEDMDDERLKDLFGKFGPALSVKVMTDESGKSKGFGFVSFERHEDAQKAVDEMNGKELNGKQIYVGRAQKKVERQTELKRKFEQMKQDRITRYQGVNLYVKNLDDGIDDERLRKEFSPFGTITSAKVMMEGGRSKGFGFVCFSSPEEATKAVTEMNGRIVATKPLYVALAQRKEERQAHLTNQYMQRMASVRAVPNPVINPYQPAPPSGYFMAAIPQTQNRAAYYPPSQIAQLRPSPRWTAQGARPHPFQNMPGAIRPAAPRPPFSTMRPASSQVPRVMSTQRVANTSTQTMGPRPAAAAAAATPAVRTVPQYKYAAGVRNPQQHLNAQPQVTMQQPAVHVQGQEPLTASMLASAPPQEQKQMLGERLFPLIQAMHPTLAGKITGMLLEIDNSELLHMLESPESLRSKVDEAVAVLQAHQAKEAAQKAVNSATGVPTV
# MsrA inhibitor: bovine MsrA enzyme inhibitors, primary screen, biochemical, absorbance, HTS. purified bovine MsrA, absorbance read-out. inhibition, % at 15.5 µM. actives 0.75% (n = 360,000); in the data active = inhibition above about 4.5%;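 also: 0% = vehicle wells with enzyme and 100% = reference inhibitor wells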
# eLon inh: inhibitors of E. coli Lon protease, primary screen, biochemical, fluorescence polarization; P0A9M0; purified E. coli Lon protease; inhibition, % at 7.94 µM; actives 0.42% (n = 360,000); AID 602123, 2011; in the data active = inhibition above about 13%, passing the limit was not always enough;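 also: 0% = enzyme with probe and DMSO and 100% = no enzyme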
# Neddyl block: inhibitors of cullin neddylation, primary screen, biochemical, TR-FRET, uHTS, NAE and Ubc12. NEDD8-conjugating enzyme Ubc12 (Homo sapiens) + NEDD8-activating enzyme E1 regulatory …. calls only at 25 µM. actives 0.58% (n = 360,000). AID 651699, 2012; in the data active = inhibition above about 36%
# Rin1-Abl PPI inh: inhibitors of Rin1-Abl protein binding, primary screen, biochemical, TR-FRET; inhibition, % at 7.35 µM; Tyrosine-protein kinase ABL1 (Homo sapiens) + Ras and Rab interactor 1 (Homo sapiens), …; actives 0.4% (n = 360,000); AID 588664, 2011; in the data active = inhibition above about 5%, passing the limit was not always enough
# CSN inh: inhibitors of CSN-mediated cullin deneddylation, primary screen, biochemical, fluorescence polarization, uHTS | COP9 signalosome complex subunit 5 (Homo sapiens), Q92905 | Purified CSN, SCF-Nedd8-OG deneddylation | inhibition, % at 12.5 µM | actives 0.38% (n = 360,000);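 active = pattern-corrected inhibition above about 35%, with an unprinted fluorescence ratio check between 0.5 and 1.5, limit read from the data, passing the limit was not always enough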;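 also: 0% = enzyme with substrate and 100% = substrate without enzyme; some results filed as inactive read as strong as hits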
# Target sequence (Q92905 whole entry, looked up, one chain of several): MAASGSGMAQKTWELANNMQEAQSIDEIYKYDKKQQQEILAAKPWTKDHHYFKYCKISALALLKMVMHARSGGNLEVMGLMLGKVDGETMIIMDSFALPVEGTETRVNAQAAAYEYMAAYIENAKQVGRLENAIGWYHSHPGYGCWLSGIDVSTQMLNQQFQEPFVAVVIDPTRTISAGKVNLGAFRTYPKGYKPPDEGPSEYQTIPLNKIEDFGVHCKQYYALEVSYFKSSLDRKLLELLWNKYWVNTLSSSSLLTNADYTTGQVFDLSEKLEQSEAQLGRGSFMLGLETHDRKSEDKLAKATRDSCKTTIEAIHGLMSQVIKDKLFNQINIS
#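 Detection – fluorescence polarization · System – HEK293T-derived human Csn5 enzyme · Controls – substrate-only high control, full reaction low control · Timing – 90 min, room temperature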
# TbMetRS inhib: T. brucei MetRS inhibitors, primary screen, biochemical, luminescence; methionyl-tRNA synthetase (Trypanosoma brucei brucei); purified T. brucei MetRS, ATP depletion, Kinase-Glo luminescence; inhibition, % at 11.9 µM; actives 0.4% (n = 360,000); AID 624268, 2012;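 active = inhibition above a per-plate cutoff of the control wells' mean inhibition plus 3 SD, cut at about 5.5% in these data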;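 also: 0% = DMSO wells median and 100% = median of wells with control inhibitor compound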
#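 Material – parasite MetRS enzyme · Medium – HEPES-MgCl2-KCl buffer plus DTT, spermine, BSA, pyrophosphatase · Reagent – ATP, methionine and E. coli bulk tRNA substrates · Times – 15 min enzyme-compound preincubation, 2 h reaction, 10 min detection, 25 °C · Measured by – luminescence of leftover ATP · Evaluation – percent inhibition relative to median high and low control wells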
# bovine MsrA act: bovine MsrA enzyme activators, primary screen, biochemical, absorbance, HTS; AID 602163, 2012; actives 0.3% (n = 360,000); purified bovine MsrA, absorbance read-out; Methionine sulfoxide reductase A (Bos taurus); activation, % at 10.6 µM; in the data active = activation above about 7.5%;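 also: 0% = vehicle and 100% = reference activator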
# An asterisk follows results filed as active; i = inactive; nt = no result given.
SMILES,FAS-TE inh,PABP1 MLLE inh,MsrA inhibitor,eLon inh,Neddyl block,Rin1-Abl PPI inh,CSN inh,TbMetRS inhib,bovine MsrA act
COc1ccccc1NC(=O)c1ccc(S(=O)(=O)N2CCCC(C)C2)cc1 (stereo not drawn),10,22,-0.4,6,i,0,-2,-0.5,-7
Nc1cc(=O)nc(SCc2ccccc2)n1Cc1ccco1,0,10,-0.3,-7,i,-1,8,-0.9,-3
COc1ccc(C2c3ccc(O)cc3Oc3ncn(CC(C)C)c(=N)c32)cc1 (stereo not drawn),-5,19,1.0,-2,i,-5,-1,0.0,-4
CN(C)S(=O)(=O)c1cc(NC(=O)COC(=O)CC2CC3CCC2C3)ccc1Cl (stereo not drawn),26,-9,0.9,-4,i,1,-1,-0.6,-2
COCCCn1c(=O)c2ccccc2n(Cc2ccccc2C)c1=O,0,2,0.3,1,i,-4,2,-0.8,0
CC(=O)c1sc(NC(=O)CSCc2c(C)noc2C)nc1-c1ccccc1,6,-14,1.2,-7,i,-3,5,-0.4,-3
Cc1nc(N)[nH]c(=O)c1CCCNS(=O)(=O)c1ccc([N+](=O)[O-])cc1,3,-1,0.3,4,i,3,2,-0.1,-2
CC(C)(C)OC(=O)NC(Cc1ccccc1)C(=O)O (stereo not drawn),-5,9,-0.6,12,i,-1,1,-0.3,-2
O=C(/C=C/c1ccc(N2CCOCC2)cc1)c1ccccc1,-6,-118,-1.8,-120,i,-3,31,-0.5,-4
CCCCCNC(=O)C(CCc1ccccc1)n1c(=O)c(-c2ccccc2)nc2ccccc21 (stereo not drawn),nt,nt,0.8,nt,i,nt,-1,0.5,nt
CC1CCC(=O)N(CCC#N)CC1 (stereo not drawn),-10,2,0.3,5,i,1,4,-0.3,0
O=[N+]([O-])c1ccccc1Nc1nc(-c2cccnc2)cs1,2,-6,0.7,-5,i,-6,0,0.1,-1
CCCCC1(Cc2cccc([N+](=O)[O-])c2)C(=O)N(c2ccccc2)N(c2ccccc2)C1=O,22,-5,1.8,4,i,0,0,-2.9,-9
COCCCNC(NC(=O)c1ccc(C)cc1)C(Cl)(Cl)Cl (stereo not drawn),-8,4,0.6,-3,i,-3,-1,-0.7,-2
O=C(/C=C/c1ccccc1)NC(=S)N1CCSCC1,-8,-11,0.3,5,i,-2,-3,-0.3,-1
Cc1nc(NCCN2CCOCC2)c2nnn(Cc3ccccc3Cl)c2n1,-7,-3,-1.0,0,i,-3,-1,-0.7,-1
O=C(NC(=S)Nc1ccc2c(c1)OCCO2)c1cccc2ccccc12,56*,29,0.4,-1,i,3,-2,-0.2,-4
CCOC(=O)Cc1csc(NC(=O)COC(=O)/C=C/c2ccc(OC)cc2)n1,0,2,1.3,4,i,-2,-2,-0.6,-7
COc1ccc2cc(CN(CC3CCCO3)C(=S)Nc3ccccc3)c(=O)[nH]c2c1 (stereo not drawn),-2,-114,0.5,12,i,-1,2,-0.4,-13
CSc1ncc(C(=O)Nc2ccc(Br)cn2)c(C)n1,-4,7,0.2,-6,i,1,6,-0.6,-1
Cc1ccc(C(=O)N2CCCc3ccccc32)c(Cl)c1,6,-4,-0.3,-7,i,-1,-3,-0.3,-3
COc1ccc(CCNS(=O)(=O)c2cnc(Cl)c(Br)c2)cc1OC,-4,0,-0.7,8,i,2,0,-0.6,-2
Cc1ccc(OCC(=O)N/N=C/c2ccncc2)cc1,2,2,-0.1,0,i,0,-2,-0.9,-3
COC(=O)c1ccc(N2C(=O)C3CC(C)=C(C)CC3C2=O)cc1 (stereo not drawn),1,-16,-0.2,12,i,4,1,-0.5,-3
CC(C)Cc1nn2c(=O)cc(CSCC(=O)Nc3ccccc3F)nc2s1,-11,-2,0.4,-1,i,-1,6,-0.3,0
SMILES,FAS-TE inh,PABP1 MLLE inh,MsrA inhibitor,eLon inh,Neddyl block,Rin1-Abl PPI inh,CSN inh,TbMetRS inhib,bovine MsrA act
CN(C)c1ccc(Sc2ccc3nc(N)nc(N)c3c2)cc1,-1,6,0.3,-8,i,-2,2,-0.1,-1
COc1cc(NC(=S)NCc2ccc(S(N)(=O)=O)cc2)c(OC)cc1Cl,-6,11,-0.1,-8,i,2,-7,-0.2,-6
CCN(CC)C1=NC=CC(c2ccccc2)=CC1C (stereo not drawn),-10,8,-0.9,-8,i,4,-5,0.1,-4
CCCCN(C(=O)C1CCN(C(=O)c2ccccc2C)CC1)c1c(N)n(CCCC)c(=O)[nH]c1=O,-6,-29,0.7,-3,i,-1,1,0.4,-1
O=C(/C=C/c1ccco1)N1CCCC(c2ccccc2)C1 (stereo not drawn),3,9,0.0,-9,i,3,9,-0.2,-1
C[C@H](CO)N1C[C@H](C)[C@H](CN(C)S(=O)(=O)c2ccc(C#N)cc2)OCc2cnnn2CCCC1=O,-6,-6,-0.3,5,i,-2,-3,-1.1,0
Cc1ccc(/C=N/N2CCN(c3ccccc3)CC2)cc1,-1,-8,1.0,8,i,-1,-4,-0.3,-2
CCN1CCN(CC(=O)c2c[nH]c3ccccc23)CC1,-6,-11,-1.4,-11,i,1,-1,1.0,-2
Cc1noc(NC(=O)c2ccccc2Cl)c1C#N,-5,5,-0.5,-4,i,0,-1,-0.9,-6
CCCCCCN1C[C@H](n2cc(C3CC3)nn2)[C@@H](O)C[C@@H]1c1ccc(OC)cc1,12,13,-0.3,0,i,0,0,-0.7,-2
CCOc1ccc(CCNC(=O)c2cccc(NC3=NC4CS(=O)(=O)CC4S3)c2)cc1OCC (stereo not drawn),-6,-78,0.8,-2,i,0,0,-0.4,1
Cn1c(=O)cc(SCC(=O)NCC2COc3ccccc3O2)c2ccccc21 (stereo not drawn),5,17,1.9,11,i,-15,-4,-0.4,1
O=C(CNCc1cccs1)NC12CC3CC(CC(C3)C1)C2,0,-16,-1.7,-4,i,6,12,-1.1,-2
CCOc1ccc(S(=O)(=O)NCCC(=O)NC2CCCCC2)cc1,-5,15,-1.2,7,i,0,-3,-0.4,0
O=C(NCCSc1c[nH]c2ccccc12)c1ccc(Br)o1,5,2,0.4,-9,i,4,4,0.5,-1
CS(=O)(=O)N1CCN(c2ccccc2NC(=O)c2ccc(Cl)cc2)CC1,12,-8,0.4,-9,i,5,-4,0.1,4
CC1CCc2nc3ccc(S(=O)(=O)N4CCC(C(=O)N5CCCCC5)CC4)cc3c(C(=O)O)c2C1 (stereo not drawn),-6,-2,0.8,-1,i,-3,3,-0.6,-1
Cc1ccc(S(=O)(=O)Nc2cc3c(C(=O)Nc4ccccc4)c(C)oc3c3ccccc23)cc1,38,6,0.7,25*,i,-2,5,0.2,-1
O=C([C@H]1O[C@@H](n2ccc(=O)[nH]c2=O)[C@H](O)[C@@H]1O)N(CCC1=CCCCC1)CC1CC1,-9,-4,-0.2,-4,i,0,6,0.2,-3
O=C(CCNC(=O)Cn1cnc2ccccc2c1=O)NCCC1=CCCCC1,-9,1,-1.2,-9,i,2,2,-0.3,-5
COc1cccc(/C=N/n2c(N)c(S(=O)(=O)c3cccs3)c3nc4ccccc4nc32)c1OC,-6,-3,-0.2,-1,nt,-3,-2,-0.2,-9
O=C(NNC(=O)c1ccc([N+](=O)[O-])cc1C(=O)O)c1ccncc1,-5,6,1.1,-2,i,-1,1,-0.3,-4
CCNC(=O)CC1C(=O)N(c2ccc(OC)cc2)C(=O)N1CCOC (stereo not drawn),-3,14,0.8,-5,i,-1,1,-0.6,0
CC(=O)c1sc(N/N=C\c2ccc(C)cc2)nc1C,15,-61,2.1,-45,i,0,-6,-0.5,-1
OC[C@@H]1CN(Cc2ccncc2)C[C@H](n2cnc3c(NC4CCCC4)ncnc32)O1,-7,-5,0.8,-2,i,2,3,-0.3,-8

# In the list so far, 3 have a cyano group:
SMILES,FAS-TE inh,PABP1 MLLE inh,MsrA inhibitor,eLon inh,Neddyl block,Rin1-Abl PPI inh,CSN inh,TbMetRS inhib,bovine MsrA act
CC1CCC(=O)N(CCC#N)CC1 (stereo not drawn),-10,2,0.3,5,i,1,4,-0.3,0
C[C@H](CO)N1C[C@H](C)[C@H](CN(C)S(=O)(=O)c2ccc(C#N)cc2)OCc2cnnn2CCCC1=O,-6,-6,-0.3,5,i,-2,-3,-1.1,0
Cc1noc(NC(=O)c2ccccc2Cl)c1C#N,-5,5,-0.5,-4,i,0,-1,-0.9,-6

# Returning to the listing with the 4 entries that preceded the break.
SMILES,FAS-TE inh,PABP1 MLLE inh,MsrA inhibitor,eLon inh,Neddyl block,Rin1-Abl PPI inh,CSN inh,TbMetRS inhib,bovine MsrA act
O=C(NNC(=O)c1ccc([N+](=O)[O-])cc1C(=O)O)c1ccncc1,-5,6,1.1,-2,i,-1,1,-0.3,-4
CCNC(=O)CC1C(=O)N(c2ccc(OC)cc2)C(=O)N1CCOC (stereo not drawn),-3,14,0.8,-5,i,-1,1,-0.6,0
CC(=O)c1sc(N/N=C\c2ccc(C)cc2)nc1C,15,-61,2.1,-45,i,0,-6,-0.5,-1
OC[C@@H]1CN(Cc2ccncc2)C[C@H](n2cnc3c(NC4CCCC4)ncnc32)O1,-7,-5,0.8,-2,i,2,3,-0.3,-8
Cc1cc(OCC[N+]2(C)CCCCC2)nc2ccccc12,-2,-115,0.0,-4,i,1,-1,0.2,1
CCCN1C(=O)/C(=C/c2ccc3c(c2)OCO3)NC1=S,0,-133,0.5,6,i,1,5,-1.2,-10
CN(CC(=O)Nc1ccccc1Br)C(=O)CCc1ccccc1,3,-3,1.5,-8,i,-1,5,0.0,-2
C=CCSc1nnc(NC(=O)COc2ccccc2)s1,-5,-10,-0.6,2,i,-1,6,0.2,-1
CCN(CC)c1ccc(/C=N/NC(=S)NCc2ccccc2)c(O)c1,12,3,4.3,2,i,-3,-12,-0.9,-9
O=C(Cn1nc(-c2ccccc2)c2ccccc2c1=O)Nc1ccc(O)cc1,-3,-3,0.8,-11,i,-2,6,0.1,-2

# Whole records from above.
# Listed for O=C(Cn1nc(-c2ccccc2)c2ccccc2c1=O)Nc1ccc(O)cc1 = FAS-TE inh = -3; PABP1 MLLE inh = -3; MsrA inhibitor = 0.8; eLon inh = -11; Neddyl block = i; Rin1-Abl PPI inh = -2; CSN inh = 6; TbMetRS inhib = 0.1; bovine MsrA act = -2
# Listed for C=CCSc1nnc(NC(=O)COc2ccccc2)s1 = FAS-TE inh = -5; PABP1 MLLE inh = -10; MsrA inhibitor = -0.6; eLon inh = 2; Neddyl block = i; Rin1-Abl PPI inh = -1; CSN inh = 6; TbMetRS inhib = 0.2; bovine MsrA act = -1

# Hits appear at their usual frequency. Share with any hit: about 4%.
